# Assay outcomes: PubChem BioAssay, several laboratories
# Hsp70 activator – Hsp70 transcriptional activators, primary screen, cell-based, HeLa, Hsp70 promoter luciferase, luminescence, 10 µM; HeLa Hsp70 promoter luciferase reporter; scaled: vehicle 0, proteasome-inhibitor control 100%; activation, % at 10 µM; 0.04% of 200,000 active; AID 1203, 2008;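 active = activation above the mean across all tested compounds plus 3 SD, cutoff set per campaign, cut at about 5.5% in these data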;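 note: 100% = MG132 at 30 µM as the positive control and 0% = DMSO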
# G6PDH CS – L. mesenteroides G6PDH inhibitors, counter-screen for G6PDH-coupled screening assays, biochemical, Leuconostoc mesenteroides enzyme | Purified L. mesenteroides G6PDH, diaphorase/resazurin coupled fluorescence, 45 min | inhibition, % at 5 µM | 0.12% of 200,000 active | AID 1020, 2008; in the data active = inhibition above about 50%
# STAT3 act – IL-6 driven STAT3 reporter potentiators, primary screen, U3A cells, luciferase, luminescence, MLSCN library; IL-6 STAT3-luciferase reporter; 100% = signal with IL-6 EC80 alone; activation (% of control), % at 5.6 µM; 0.91% of 190,000 active;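 active = activation above the screen-wide mean of compound activation plus 3 SD, cut at about 130% in these data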;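 note: 0% = background luminescence of wells with medium and substrate only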
#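 Material: STAT3-luciferase reporter U3A cells; Probe or stimulus: IL-6 (33 ng/mL); Incubation: compound pre-incubation 1 h before IL-6, then 6 h stimulation at 37 °C; Technique: luminescence from STAT3-driven luciferase reporter; Evaluation: % activation versus median of IL-6-stimulated wells; Controls: IL-6-only high control.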
# Diaphorase inh – diaphorase inhibitors and chemical oxidizers, primary screen, counter-screen for diaphorase-coupled primary assays, biochemical, uHTS, resorufin fluorescence; AID 1217, 2008; diaphorase resazurin-to-resorufin fluorescence, NADH, 16 min; bacterial (C. kluyveri) enzyme, not human; 0.69% of 190,000 active; inhibition, % at 20 µM;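 active = primary screen inhibition at 20 µM above a set limit, cut at about 50% in these data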;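 note: plate controls were DMSO with full reaction for no effect and wells lacking NADH for full effect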
#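 Test system: bacterial diaphorase enzyme (C. kluyveri); Quantity: 0.14 U/mL diaphorase, enzyme working solution; Times: reaction incubation of 16 min at room temperature; Measured by: fluorescence of resorufin formed from resazurin, Ex 544/Em 590 nm; Benchmarks: positive control minus NADH, DMSO neutral control.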
# APP transl inh – inhibitors of APP translation via 5'UTR reporter, primary screen, APP 5'UTR luciferase, SH-SY5Y cells; inhibition, % at 2 µM; SH-SY5Y APP 5'UTR-luciferase reporter, luminescence; 0.82% of 190,000 active; AID 1285, 2008;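 active = inhibition above a set limit, derived from the sample mean plus 3 SD, cut at about 45% in these data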; note: values of inactives mirror those of a sister screen read the other way
# STAT3 inh – IL-6 driven STAT3 reporter inhibitors, primary screen, U3A cells, luciferase, luminescence, MLSCN library; IL-6 STAT3-luciferase reporter; host cell line lacks STAT1; inhibition, % at 5.5 µM; 0.89% of 190,000 active;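 active = inhibition above the mean inhibition across all screened compounds plus 3 SD, cut at about 44% in these data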;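 note: 0% = DMSO only wells and 100% = 100 µM nifuroxazide control wells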
# TLR4-MyD88 BLA – inhibitors of TLR4-MyD88 association in cells, primary screen, cell-based, HeLa CL3-4, BLA complementation, FRET ratio; Toll-like receptor 4 (Homo sapiens) + Myeloid differentiation primary response protein …; HeLa CL3-4 TLR4/MyD88 BLA complementation; inhibition, % at 8.4 µM; 0.18% of 200,000 active; in the data active = inhibition above about 25%;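 note: 0% = vehicle and 100% = reference inhibitor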
# Target sequence (O00206 whole entry, looked up): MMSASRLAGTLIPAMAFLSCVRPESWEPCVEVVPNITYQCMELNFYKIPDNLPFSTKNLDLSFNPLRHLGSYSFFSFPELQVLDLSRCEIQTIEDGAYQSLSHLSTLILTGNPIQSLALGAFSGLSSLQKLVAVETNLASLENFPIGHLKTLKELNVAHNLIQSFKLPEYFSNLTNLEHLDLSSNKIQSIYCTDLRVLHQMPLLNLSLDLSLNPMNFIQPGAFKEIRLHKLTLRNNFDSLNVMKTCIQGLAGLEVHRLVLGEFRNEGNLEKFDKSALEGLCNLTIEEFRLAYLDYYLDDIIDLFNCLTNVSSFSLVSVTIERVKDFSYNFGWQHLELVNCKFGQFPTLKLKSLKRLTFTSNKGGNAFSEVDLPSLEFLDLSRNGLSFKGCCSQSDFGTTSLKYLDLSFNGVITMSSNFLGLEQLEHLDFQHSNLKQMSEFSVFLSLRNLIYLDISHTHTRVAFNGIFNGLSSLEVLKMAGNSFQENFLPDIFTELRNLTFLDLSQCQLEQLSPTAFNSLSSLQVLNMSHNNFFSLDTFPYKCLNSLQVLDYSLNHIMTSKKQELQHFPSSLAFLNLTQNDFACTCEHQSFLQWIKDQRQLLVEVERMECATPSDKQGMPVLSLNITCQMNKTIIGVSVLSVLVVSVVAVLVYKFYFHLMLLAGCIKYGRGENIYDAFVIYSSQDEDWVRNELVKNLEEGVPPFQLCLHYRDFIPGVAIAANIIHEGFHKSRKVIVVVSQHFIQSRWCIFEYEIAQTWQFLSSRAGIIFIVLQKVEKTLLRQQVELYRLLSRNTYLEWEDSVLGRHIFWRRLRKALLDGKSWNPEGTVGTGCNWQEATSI
# Target sequence (Q99836 whole entry, looked up): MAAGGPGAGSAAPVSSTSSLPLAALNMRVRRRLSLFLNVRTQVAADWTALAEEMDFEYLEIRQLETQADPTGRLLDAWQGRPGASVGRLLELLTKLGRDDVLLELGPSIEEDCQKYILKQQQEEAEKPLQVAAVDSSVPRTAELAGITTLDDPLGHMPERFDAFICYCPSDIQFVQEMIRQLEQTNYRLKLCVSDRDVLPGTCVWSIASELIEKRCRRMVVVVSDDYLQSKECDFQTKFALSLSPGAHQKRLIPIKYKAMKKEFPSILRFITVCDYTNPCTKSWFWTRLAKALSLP
# STAT1 blocker – STAT1 signaling inhibitors, primary screen, cell-based, HTS, luciferase reporter. inhibition, % at 5.5 µM. NIH 3T3 STAT1-luciferase reporter, IFN-gamma, luminescence. AID 920, 2007. 0.35% of 200,000 active;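 active = inhibition above a set limit, the mean inhibition across all tested compounds plus 3 SD, cut at about 34% in these data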;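 note: 0% = IFN-gamma with DMSO and 100% = IFN-gamma with 300 µM nifuroxazide; values of inactives mirror those of a sister screen read the other way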
# STAT1 act – STAT1 signaling activators, primary screen, cell-based, HTS, luciferase reporter; NIH 3T3 STAT1-luciferase reporter, IFN-gamma, luminescence; 100% = IFN-gamma alone, no compound; activation (% of control), % at 5.5 µM; 2.6% of 200,000 active; AID 932, 2007;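 active = activation above the screen-wide mean activation plus 3 SD, cut at about 130% in these data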;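 note: raw ratio to IFN-gamma control signal so 100% means no change and 0% no light; values of inactives mirror those of a sister screen read the other way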
# Diaphorase act – compounds boosting diaphorase resazurin reduction – biochemical, uHTS, resorufin fluorescence, counter-screen for diaphorase-coupled primary assays, primary screen | AID 1229, 2008 | Diaphorase/resazurin coupled assay, 16 min; active compounds read high; 1 = vehicle wells, 0 = NADH-free wells | activation factor at 20 µM | 0.005% of 190,000 active;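 active = diaphorase activity raised at least twofold by the compound at 20 µM; inactive = activation factor below 2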
#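 test system = bacterial diaphorase enzyme (C. kluyveri) | quantity = enzyme 0.07 U/mL final | reagent = NADH substrate 0.114 mM plus resazurin dye 0.1 mM, final | incubation = 16 min enzyme reaction, ambient temperature | buffer or medium = HEPES pH 7.4 buffer with MgCl2 and Tween 20 | signal = fluorescence of resorufin, 544 nm excitation, 590 nm emission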
# * = called active by the depositor; x = no result given. Not a hit list; overall some 6.1% were active at least once.
SMILES,Hsp70 activator,G6PDH CS,STAT3 act,Diaphorase inh,APP transl inh,STAT3 inh,TLR4-MyD88 BLA,STAT1 blocker,STAT1 act,Diaphorase act
COc1ccc(-c2[nH]ncc2CN2CCC(OCc3cccnc3)CC2)c(F)c1,-0.2,3,98,4,-12,3,-1,-2,102,1
O=C1OC(N2CCN(Cc3ccccc3)CC2)c2ccccc21 (centres undefined),0.1,x,98,x,13,5,-4,0,100,x
Cc1ccccc1C(=O)Nc1ccccc1-n1cccc1,-0.4,0,98,8,-1,2,-7,3,97,0.9
CC(=O)c1cccc(NC(=S)NC(=O)c2ccc(Cl)cc2)c1,0.1,-4,108,13,-10,-7,-3,-70,162*,0.9
Cc1cccc(NC(=O)/C=C/c2ccc3c(c2)OCO3)n1,-0.1,-5,75,13,-118,32,-12,-39,135*,0.9
COc1ccc(C)cc1NC(=O)CC1COc2ccccc2O1 (centres undefined),-0.4,3,96,-1,-3,6,-9,9,90,1
Cc1ccc(NC(=S)N2CCCC(c3nc4ccc(C)cc4[nH]3)C2)c(C)c1 (centres undefined),-0.3,6,101,-5,14,-1,4,-1,101,1
CN(C)C(=S)N=Nc1[nH]c2ccccc2c1O,0.3,5,152*,4,12,-57,17,-88,176*,1
CCOC(=O)c1c(-c2ccc(C)o2)csc1NC(=O)CN1CCC(C(N)=O)CC1,-0.1,8,108,-2,11,-5,4,-5,104,1
O=C1/C(=C\c2ccccc2)CCc2c1[nH]c1ccccc21,0.0,-8,104,19,-162,5,10,-46,141*,0.8
CCc1ccccc1NC(=O)N1CCC(NC(=O)C(Cc2ccccc2)NC(C)=O)CC1 (centres undefined),-0.2,-3,97,-1,6,6,11,-4,102,1
COc1ccccc1N(CC(=O)Nc1ccc(C(F)(F)F)cc1)S(C)(=O)=O,-0.2,4,116,4,-14,-11,2,-10,107,1
O=C(CSc1n[nH]c(=O)[nH]c1=O)Nc1cccc(S(=O)(=O)N2CCOCC2)c1,-0.3,9,102,3,-16,0,3,-3,100,1
Cc1cc2c(c(Sc3ccccc3)n1)C(=O)OC2,-0.3,8,104,3,15,-1,-6,-9,107,1
CC(C)(C)C1CCC(=NOC(=O)c2ccc(F)cc2)CC1 (centres undefined),-0.4,-1,100,5,4,4,8,5,95,0.9
COc1ccccc1NC(=O)c1sc2ncn(Cc3cccc4ccccc34)c(=O)c2c1C,-0.3,-16,107,2,-11,-4,-3,-1,101,1
O=c1[nH]c2cc3c(cc2cc1CN(CCN1CCOCC1)C(=S)NCC1CCCO1)OCO3 (centres undefined),-0.2,12,99,14,-14,8,3,6,92,0.9
Cc1ccc(OC(=O)c2cc3ccccc3o2)cc1,0.8,11,103,22,-1,2,-17,-18,117,0.8
Cc1cc(Cl)ccc1NC(=O)NC1CCN(S(=O)(=O)c2ccc(F)cc2)CC1,-0.6,2,95,1,15,8,-3,4,97,1
COc1ccc(C)cc1Nc1ccc(C(=O)O)cc1[N+](=O)[O-],-0.3,4,100,10,-3,4,3,-11,109,0.9
CC(NC(=O)c1ccc(Br)cc1)c1ccccc1 (centres undefined),-0.4,8,97,-5,11,4,9,8,92,1.1
O=S(=O)(NCCSc1ccccc1)c1ccc(F)cc1,0.3,3,100,-7,-8,4,3,1,99,1.1
CCCOc1ccc(-c2nn(-c3ccccc3)cc2/C=C2\SC(N)=NC2=O)cc1C,-0.3,-19,98,18,-14,5,-7,3,97,0.8
COc1cc(C(=S)N2CCN(c3cccc(Cl)c3)CC2)ccc1O,0.0,20,98,23,6,8,-18,-12,111,0.8
CN(NC(=O)C1CC(=O)N(c2ccccc2)C1)C1=NS(=O)(=O)c2ccccc21 (centres undefined),-0.2,-1,99,0,-3,6,-10,3,97,1
COc1ccc(-n2nnnc2SCC(=O)c2ccc3c(c2)OCCO3)cc1,-0.7,11,99,1,4,2,-6,1,99,1
O=S(=O)(c1ccc2c(c1)OCCO2)N1CCC(n2cnc3cc(F)ccc32)CC1,-0.1,5,89,24,4,16,2,12,89,0.8
Cc1ccc(S(=O)(=O)Cn2nnnc2CN(Cc2ccco2)Cc2cccs2)cc1,-0.3,5,103,31,-3,0,20,-3,103,0.7
Cc1ccc(S(=O)(=O)N(C)c2c(C)ccc(S(=O)(=O)NC(C)(C)C)c2C)cc1,-0.1,6,101,16,-5,3,-2,-1,100,0.8
CC(=O)Nc1ccc(NC(=O)c2ccco2)cc1,0.2,-1,107,13,-16,-2,8,-8,107,0.9
O=C(N/N=C\c1cccnc1)C1c2ccccc2Oc2ccccc21,0.3,-1,98,10,1,7,-3,-1,101,0.9
O=C(NCc1ccco1)C(C(=O)c1ccc(F)cc1)n1ccccc1=O (centres undefined),-0.3,3,97,-7,-4,6,0,-6,105,1.1
CCOC(=O)C1CCCN(CCC(C)c2ccccc2)C1 (centres undefined),0.2,5,90,10,11,17,-4,-7,106,0.9
Cc1c(NC(=O)C2CCN(S(=O)(=O)c3ccccc3)CC2)c(=O)n(-c2ccccc2)n1C,-0.4,11,95,8,-21,13,-2,9,93,0.9
COc1cccc(OCC(=O)Nc2ccc(OC)c(OC)c2)c1,0.2,-4,93,8,-19,12,8,16,86,0.9
Cc1ccc(NC(=O)[C@@H](NC(=O)c2cccc(S(=O)(=O)N3CCOCC3)c2)C(C)C)cc1C,-0.2,1,107,23,-13,-8,4,-3,102,0.8
S=C(Nc1cccc(Cl)c1)N(CCCN1CCCC1)Cc1cccn1Cc1ccc(Cl)cc1,-0.1,1,92,-23,-19,13,12,14,86,1.2
O=c1[nH]c(CSc2nnnn2-c2ccccc2)nc2ccccc12,-0.2,5,105,18,-3,3,-6,4,96,0.8
C=CCn1c(SCCN2C(=O)c3ccccc3C2=O)nc2scc(-c3ccccc3)c2c1=O,0.0,-3,101,12,11,6,9,3,97,0.9
COCC(=O)N=Nc1c(O)[nH]c2ccccc12,-0.4,22,92,2,-4,4,2,-11,110,1
NC(=O)CSc1nnc(-c2ccncc2)n1CCc1ccccc1,0.1,-1,97,4,11,6,-3,0,100,1
CCOC(=O)CC(NC(=O)c1cc2cccc(OC)c2oc1=O)c1cccc([N+](=O)[O-])c1 (centres undefined),-0.4,-12,106,30,-27,-3,5,11,90,0.7
CC(=O)c1ccc(-n2c(-c3cc(-c4ccsc4)n[nH]3)n[nH]c2=S)cc1,0.0,6,106,37,-29,5,-1,6,94,0.6
O=C(Nc1ccc(F)cc1F)N1CCN(C/C=C/c2ccccc2)CC1,0.0,-5,97,11,-16,12,1,1,99,0.9
O=c1c2c(-c3ccc(Cl)cc3)csc2ncn1/N=C/c1cccc([N+](=O)[O-])c1O,-0.1,10,106,8,-15,0,20,-13,112,0.9

# Next section; the last two above are carried over.
SMILES,Hsp70 activator,G6PDH CS,STAT3 act,Diaphorase inh,APP transl inh,STAT3 inh,TLR4-MyD88 BLA,STAT1 blocker,STAT1 act,Diaphorase act
O=C(Nc1ccc(F)cc1F)N1CCN(C/C=C/c2ccccc2)CC1,0.0,-5,97,11,-16,12,1,1,99,0.9
O=c1c2c(-c3ccc(Cl)cc3)csc2ncn1/N=C/c1cccc([N+](=O)[O-])c1O,-0.1,10,106,8,-15,0,20,-13,112,0.9
CCOCCCNC(=O)C(NC(=O)CC1NC(=O)NC1=O)c1ccc(Cl)cc1 (centres undefined),-0.3,3,101,13,1,2,-7,4,96,0.9
Cc1ccccc1-c1nc(CN2CCC(C(=O)NCCC3=CCCCC3)CC2)c(C)o1,-0.4,4,104,-12,11,5,2,2,98,1.1
CCOC(=O)c1c(NC(=O)C2c3ccccc3Oc3ccccc32)sc(C(C)=O)c1C,0.8,-3,100,21,-1,11,18,1,99,0.8
Cc1ccc(NC(=O)CN2C(=O)S/C(=C\c3cccn3-c3cccc(C(=O)O)c3)C2=O)cc1C,-0.2,5,99,20,2,6,16,4,96,0.8
Cc1ccc(S(=O)(=O)N(CCO)Cc2cc3ccc(C)c(C)c3[nH]c2=O)cc1,-0.3,1,87,-2,17,17,-4,3,97,1
O=C(Nc1ccc(Br)cn1)c1ccc([N+](=O)[O-])o1,-0.2,9,74,4,28,37,13,-10,108,1
CCCCOc1ccc(S(=O)(=O)Nc2ccc(NC(C)=O)cc2)cc1,-0.4,12,75,13,-4,34,-1,19,83,0.9
CCn1ncc(Br)c1C(=O)Nc1ccc(F)c([N+](=O)[O-])c1,-0.1,6,99,9,3,10,15,-10,109,0.9
CC(Cc1ccccc1)C(=O)N(C)Cc1ccccc1 (centres undefined),-0.1,17,98,8,-2,-1,3,0,100,0.9
CCOC(=O)C1(Cc2cccc(OC)c2)CCN(Cc2csc(C(C)=O)c2)CC1,0.0,0,92,1,-9,14,5,6,94,1
COc1ccc(NC(=O)c2ccc(S(=O)(=O)C(F)F)cc2)c(OC)c1,-0.4,9,107,-7,0,-6,-7,-10,109,1.1
CC(=O)Nc1ccc(OC(=O)c2cccnc2)cc1,-0.2,-4,96,4,12,8,-3,3,97,1
C/C(=N\NC(=O)c1ccc(CN(C)S(=O)(=O)c2ccc(C)cc2)cc1)c1ccc(OC(F)F)cc1,-0.3,-21,103,15,5,-9,2,2,98,0.8
COc1ccc(C2=CC(c3ccc(Cl)cc3)n3cnnc3N2)cc1OC (centres undefined),-0.2,-3,105,1,4,1,39*,-10,108,1
CCN(CC)S(=O)(=O)c1ccc(-c2nnc(SCC(=O)Nc3nnc(C)s3)n2CC)cc1,-0.2,0,103,13,-16,-7,11,-4,103,0.9
Cc1ccc(CNC(=O)CCc2ccc(S(=O)(=O)NCC(C)C)cc2)cc1,-0.1,3,100,7,-9,6,-7,7,94,0.9
CCOC(=O)c1c(NC(=O)Cn2nc(C(F)(F)F)cc2C)sc(C)c1C,-0.5,10,95,0,-10,7,-1,-4,103,1
